Screening data from PubChem.
3CLpro inhibitor – SARS-CoV 3CLpro protease inhibition; P0C6X7; recombinant SARS-CoV 3CLpro, quenched FRET peptide cleavage; inhibition, % at 6 µM; hit rate 0.14% among 290,000; AID 1706; in the data active means inhibition above about 12%
Anthrax LF prot – blocks Bacillus anthracis lethal factor protease; multiplex microsphere protease cleavage assay, LF; inhibition, % at 10 µM; hit rate 0.12% among 360,000; AID 588501; further: plate controls were buffer without enzyme for full effect and enzyme alone for no effect
Target sequence (P15917 whole entry, looked up): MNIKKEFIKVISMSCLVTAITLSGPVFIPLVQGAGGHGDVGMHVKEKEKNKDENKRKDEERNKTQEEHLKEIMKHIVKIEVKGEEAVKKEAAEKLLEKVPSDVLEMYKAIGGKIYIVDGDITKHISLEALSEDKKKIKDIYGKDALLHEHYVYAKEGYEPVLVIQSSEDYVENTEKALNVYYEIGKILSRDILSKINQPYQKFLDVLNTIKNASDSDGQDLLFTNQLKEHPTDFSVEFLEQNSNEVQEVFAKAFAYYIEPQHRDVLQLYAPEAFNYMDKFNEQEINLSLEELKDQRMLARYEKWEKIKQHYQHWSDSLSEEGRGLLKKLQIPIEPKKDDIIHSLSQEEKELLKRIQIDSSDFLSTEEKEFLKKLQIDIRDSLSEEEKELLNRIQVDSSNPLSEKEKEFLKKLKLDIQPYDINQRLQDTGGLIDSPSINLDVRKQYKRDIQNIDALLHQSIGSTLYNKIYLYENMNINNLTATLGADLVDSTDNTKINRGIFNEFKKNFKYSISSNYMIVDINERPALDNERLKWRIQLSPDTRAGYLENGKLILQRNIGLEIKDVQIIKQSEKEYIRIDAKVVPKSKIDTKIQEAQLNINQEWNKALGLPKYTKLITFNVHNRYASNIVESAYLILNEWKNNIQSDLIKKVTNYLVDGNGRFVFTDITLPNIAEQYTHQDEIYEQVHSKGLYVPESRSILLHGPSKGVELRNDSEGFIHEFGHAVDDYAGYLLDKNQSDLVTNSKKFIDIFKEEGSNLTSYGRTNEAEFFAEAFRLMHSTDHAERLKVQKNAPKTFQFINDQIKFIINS
Yp Topo-I inh – inhibitors of Yersinia pestis topoisomerase I; hit rate 0.064% among 360,000; AID 504884; Y. pestis Topo-I cleavage product accumulation, plate reader; activity, % at 10 µM; in the data active means activity above about 50%, passing the limit was not always enough; inconclusive means no clear call, values can overlap the other calls; further: inactives centre near 2
TcdB GH inh – blocks C. difficile toxin B glycohydrolase activity; TcdB glycohydrolase enzymatic assay, plate reader; AID 652162; inhibition, % at 9.99 µM; P18177; hit rate 0.24% among 350,000; in the data active means inhibition above about 10%
BoNT-A LC inh2 – BoNT A light chain protease inhibition; multiplex microsphere protease substrate cleavage, flow cytometry; inhibition, % at 10 µM; hit rate 0.17% among 360,000; AID 588499; further: plate controls were buffer without enzyme for full effect and enzyme alone for no effect
DUSP3 inh – inhibitors of human VHR1 phosphatase (DUSP3) | P51452 | recombinant VHR phosphatase, pNPP absorbance | inhibition, % at 13.3 µM | hit rate 0.52% among 290,000 | AID 1654; in the data active means inhibition above about 50%; further: some compounds called inactive have numbers as strong as hits
Target sequence (P51452 whole entry, looked up): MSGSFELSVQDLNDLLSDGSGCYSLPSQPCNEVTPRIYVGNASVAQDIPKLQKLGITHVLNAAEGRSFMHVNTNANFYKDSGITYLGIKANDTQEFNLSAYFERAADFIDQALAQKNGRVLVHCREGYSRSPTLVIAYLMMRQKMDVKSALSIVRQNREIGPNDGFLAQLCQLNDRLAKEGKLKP
CCHFV vOTU inh – blocks the CCHF virus ovarian tumor domain protease; inhibition, % at 11.5 µM; AID 651958; hit rate 0.55% among 370,000; CCHFV vOTU protease, Pep-AMC fluorescence; in the data active means inhibition above about 30%; further: 0% = vehicle wells with enzyme and 100% = no enzyme wells
PriA SSB inh – blocks PriA binding to SSB C-terminal tail. AlphaScreen SSBct-PriA binding, biotinylated peptide. inhibition, % at 33 µM. hit rate 0.6% among 430,000. AID 1272365; in the data active means inhibition mostly above about 37%, no sharp cut-off; inactive means mostly below about 20%;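 further: plate controls were negative control peptide for no effect and reference peptide for full effect; strong numbers were not always called active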
BH1578 lux ind – induces V. cholerae light production without autoinducers; V. cholerae BH1578 lux reporter, luminescence, 6 h; activation, % at 18.7 µM; hit rate 0.16% among 350,000; AID 588436; in the data active means activation mostly above about 9.7%, no sharp cut-off; inconclusive means no clear call, values can overlap the other calls; inactive means mostly below about 3.7%; further: not every result past the cut was called active; inactives centre near 0; reference of the scale not given here
PfHsp40 yeast – rescue of PfHsp40-mediated yeast toxicity; S. cerevisiae expressing PfHsp40, growth rescue, ATP luminescence; growth rescue, % at 12.5 µM; AID 504582; hit rate 0.68% among 340,000; in the data active means growth rescue above about 28%, passing the limit was not always enough; inconclusive means no clear call, values can overlap the other calls;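 further: yeast W303a lacking pdr1 and pdr3 grown in galactose medium; growth measured after three days at 30 °C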
* = called active by the depositor; i = inactive; ? = inconclusive; . = not tested or not shown; & = joins results of further samples. Unless noted, no stated cut-off is given here; in the data, active means inhibition above about 30%; inconclusive means no clear call, values can overlap the other calls; inactive means below that. An excerpt; the hit share may differ from the screen's.

Order of results: TcdB GH inh, 3CLpro inhibitor, Anthrax LF prot, BoNT-A LC inh2, CCHFV vOTU inh, BH1578 lux ind, PfHsp40 yeast, DUSP3 inh, Yp Topo-I inh, PriA SSB inh
1) O=C(CSc1nc2ccccc2c(=O)n1CCC(=O)N1CCN(c2ccccc2)CC1)NCC1CCCO1 (stereo not drawn)
  1.2, -2, -5, -0.3, -5, i, 0.9, 16, 4, 1
2) O=C(c1ccc(Oc2ccccc2)cc1)C1CCCN(C(=O)c2cnccn2)C1 (stereo not drawn)
  2.0, 5, -1, -0.7, 0, -3.3, 0.1, -13, 26, -7
3) Fc1ccccc1CN1CCCN(C(=S)Nc2cccc(Cl)c2)C1
  0.7, 1, -8, -0.1, -4, -0.2, -1.9, -21, -7, 5
4) CCOc1ccc(Cl)cc1S(=O)(=O)NCc1cccnc1
  ., 5, -6, -0.3, -5, -0.7, 1.8, 39, 2, -6
5) CCOC(=O)c1sc(C)c2c1NC(C)(c1cccc3ccccc13)NC2=O (stereo not drawn)
  ., 3, -2, 0.1, -2, i, -0.7, 16, 19, -8
6) COc1ccc(NC2=NC3(CCCCC3)N=C(N)N2)cc1
  -1.4, -1, -2, -0.4, 14, ., -1.3, -15, -1, 2
7) CC(Sc1nc(C2CC2)n(-c2ccccc2)n1)C(=O)c1c(N)n(C)c(=O)n(C)c1=O (stereo not drawn)
  1.5, -1, -2, -3.2, -1, i, 0.6, 2, 1, -1
8) O=C(O)/C=C/C(=O)Nc1ccc(S(=O)(=O)Nc2nccs2)cc1
  -5.0, -1, -10, 0.0, -3, -0.4, -0.1, 25, 3, 0
9) COc1cccc(-c2noc(CCC(=O)N3CCN(c4cc(C)ccc4C)CC3)n2)c1
  1.3, ., -8, -0.8, 4, -0.9, 1.8, ., 39, -23
10) Cn1c(=N)n(CC(=O)c2cccs2)c2ccccc21
  2.0, -2, 1, 0.7, -8, i, 1.1, 6, 9, 9
11) CC1(C)C(c2ccco2)=[N+]([O-])C2(CCCCC2=O)N1O (stereo not drawn)
  ., 0, 1, 0.9, 9, i, 0.7, 9, 1, 1
12) COc1cc(NC(=O)NNC(=O)c2cc3occc3n2C)cc(OC)c1OC
  -1.4, -3, ., ., 6, 2.6, -0.9, 14, -5, 14
13) CNC(=S)N/N=C(\C)c1ccc(N2CCOCC2)cc1
  1.2, -6, 1, 1.5, 3, -0.3, 203*, 23, -3, .
14) CCCN(CCC)CCCNC(=O)c1cc2c(=O)[nH]c3ccccc3c2s1
  0.0, -8, 6, -0.1, -53, -0.6, ., 14, 5, 2
15) Nc1nnnn1/N=C/c1cccc(Oc2ccccc2)c1
  ., 5, 6, -1.7, 0, -0.4, -0.5, 8, 1, .
16) COC(=O)c1ccc(OS(=O)(=O)N(C)C)cc1
  0.6, 5, -2, -0.5, 10, i, 0.3, 13, -5, 0
17) C/C(CC(=O)Nc1cccc2c1CCCC2)=N\NC(=O)c1ccccc1N
  ., 7, -3, ?, -8, 1.7, -0.8, 32, -3, .
18) CCOC(=O)CN1C(=O)NC(C)(c2ccc(OC(F)F)cc2)C1=O (stereo not drawn)
  ., -1, -2, -0.6, -15, -0.3, 0.6, 19, 1, 12
19) CCOc1cc(C2NCc3ccccc3-n3cccc32)ccc1O (stereo not drawn)
  ., -3, -3, 0.0, 4, -0.4, 1.5, 25, 2, 7
20) Cc1cc(O)ccc1N/C=C/c1onc(C)c1[N+](=O)[O-]
  0.8, 2, -2, -0.6, 18, 1.1, 0.1, 14, -9, 2
21) Cn1cccc1C(=O)Nc1ccc(N2CCOCC2)cc1
  0.4, ., 0, -4.3, 2, -2.0, -1.5, ., 2, 5
22) CC(C)(Oc1ccc(Cl)cc1)C(=O)OCC(=O)NCCc1ccccc1
  -0.3, -3, -3, 1.4, 8, i, 0.2, 26, 34, -35
23) CN(C)c1cccc(C(=O)Nc2ccc3nc4n(c(=O)c3c2)CCCCC4)c1
  -0.4, -3, -8, -1.2, 11, ., 0.0, 8, 6, 5
24) COc1ccc(C2=CC(=O)OC(C)(c3ccccc3)O2)cc1 (stereo not drawn)
  ., -2, -1, -0.4, 4, 3.6, 0.2, 5, 8, -12
25) CN(C)CCCNc1cc(C(C)(C)C)nc2c(-c3ccc(Cl)cc3)cnn12
  5.1, 0, -1, -3.9, 6, -0.6, 44*, 16, -7, -27
26) O=C(Cc1ccccc1)Nc1ccc(C(=O)O)cc1
  ., 3, 3, ?, -5, -2.4, -3.1, 18, 10, -10
27) CCOC(=O)N1CCN(C(=O)c2ccc(N(Cc3ccc(C)cc3)S(C)(=O)=O)cc2)CC1
  ., 0, -3, -2.2, 8, -0.2, 0.7, 19, 4, 5
28) O=C(NC(N1CCOCC1)C(Cl)(Cl)Cl)c1ccc(Br)cc1 (stereo not drawn)
  -2.4, -1, -5, 0.0, -12, -0.3, -1.5, 24, 3, -6
29) CC(=O)c1cccc(Nc2cc(C)nc3c(C)cc(C)cc23)c1
  ., 0, -1, 0.5, 18, -0.4, -0.5, 2, 0, 16
30) COC(=O)c1ccc(CN2CCc3ccccc32)cc1
  2.5, 7, ., ., -8, -0.7, 0.4, 6, -2, -15
31) CSc1nc(N2CCOCC2)c2c3c(sc2n1)CCCC3
  ., -3, 3, -0.4, 1, 0.6, 11, -1, 26, -9
32) CCN(C(=O)C1CCN(S(=O)(=O)c2cccc3nonc23)CC1)c1ccccc1
  0.0, -1, 7, 0.1, 8, i, -1.3, 23, 26, -8
33) COc1ccc(CC(=O)O/N=C(\N)Cc2cccc3ccccc23)cc1OC
  0.3, 2, 0, 3.0, -10, 1.3, 0.1, -2, 2, i
34) CN(C(=O)CN(CCO)CC(=O)N(C)C(C)(C)Cc1ccccc1)C(C)(C)Cc1ccccc1
  1.0, ., -4, 0.4, -1, -3.6, 0.3, ., 12, 2
35) Cc1ccc(N(Cc2cc3ccccc3[nH]c2=O)S(=O)(=O)c2ccccc2)cc1
  -0.1, 1, 1, 0.5, -8, i, 0.1, 13, 20, -4
36) C[C@H](NC(=O)c1[nH]cnc1C(=O)Nc1cccc(Cl)c1)c1ccccc1
  0.0, ., 9, -0.2, 8, i, 0.3, ., -13, -13
37) COCCNCc1ccc(C(C)C)cc1
  1.1, 4, 2, -0.1, 0, -0.5, -0.3, -17, 1, -3
38) Cc1ccc(OS(=O)(=O)c2ccc(-c3csc(C)n3)s2)c(C)c1
  -0.4, -1, -3, 0.1, 6, -0.5, -0.1, -1, -10, -8
39) C=CCN1C(=O)NC(c2ccccc2)(C(F)(F)F)S/C1=C(\C#N)c1nnc(N2CCOCC2)n1-c1ccccc1 (stereo not drawn)
  -0.3, 4, -1, 0.2, 0, -2.0, 0.7, 11, 32, 3
40) O=S(=O)(NCc1ccccc1Br)c1cccs1
  ., 2, 2, ?, -12, -0.7, 0.9, 27, 4, -17
41) C[C@H](CO)N1C[C@H](C)[C@@H](CN(C)S(=O)(=O)c2ccccc2)OCc2cn(nn2)CCCC1=O
  1.4&1.7&-0.6, ., 0, 0.1, 2, -0.4, ., ., 2, .
42) OC(CN1CC=C(c2ccccc2)CC1)c1ccccc1 (stereo not drawn)
  1.0, -1, 1, 1.7, -12, -0.4, 0.0, 17, 3, -12
43) OCCNC(=S)Nc1ccc(Cl)c(Cl)c1
  1.8, -1, 0, 0.4, 20, -1.7, -0.6, -2, -8, -7
44) O=C(/C=C/c1ccc2ccccc2n1)c1cc(Cl)ccc1O
  -5.7, 6, -10, 1.1, 7, i, -1.1, 25, -1, 3
45) COCCn1c(C)cc(C(=O)CSc2nc3nc(C)cc(C)n3n2)c1C
  ., 1, -2, -0.5, -13, i, -1.1, 11, 6, -2
46) CC1CCC(NC(=O)Cn2ncc3ccccc32)CC1 (stereo not drawn)
  1.2, 2, -5, -0.7, -7, -0.2, 0.2, -6, 1, -11
47) CN(C)c1ccc(-c2nc3ccccn3c2/N=C/c2ccc(Br)cc2)cc1
  -1.9, 2, -4, -1.4, -27, i, -0.1, -2, 11, .
48) c1ccc2c(N3CCCC3)nc(-c3ccncc3)nc2c1
  ., -4, ., ., 1, i, -0.3, 33, 12, -34
49) Cc1cc(Cl)ccc1OC(C)C(=O)N1CCCN(C(=O)C(C)Oc2ccc(Cl)cc2C)CC1 (stereo not drawn)
  ., 9, 0, 0.0, 23, -0.1, 2.2, 0, 24, -12
50) COC(=O)/C=C/c1ccsc1NC(C)=O
  0.7, 5, 1, -0.5, -7, -0.5, -0.8, -17, 5, -9

Following part
Order of results: TcdB GH inh, 3CLpro inhibitor, Anthrax LF prot, BoNT-A LC inh2, CCHFV vOTU inh, BH1578 lux ind, PfHsp40 yeast, DUSP3 inh, Yp Topo-I inh, PriA SSB inh
51) COc1ccc(/C=C2\SC(=O)N(CC(=O)NN3CCN(C)CC3)C2=O)cc1OC
  1.4, 0, -5, 0.0, 14, -0.4, 0.5, 1, -14, 7
52) CCC(C)NC(=O)CO/N=C/c1ccc(C(=O)OC)cc1 (stereo not drawn)
  ., -3, -1, -2.0, 0, ., 0.9, 19, -3, .
53) CC(OC(=O)c1cccc(-n2cnnn2)c1)C(=O)Nc1cccc(Cl)c1 (stereo not drawn)
  1.7, ., -4, -2.2, -5, i, -0.2, ., 2, -28
54) Cc1ccc(NC(=O)CCn2cnc3ccccc3c2=O)c(C)c1
  0.8, -1, -5, 0.6, 10, -0.5, -1.6, 6, -2, 0
55) COc1ccc(/C=C2\NC(=S)N(CC3CCCO3)C2=O)c(OC)c1 (stereo not drawn)
  ., -1, 4, 4.5, -8, 2.0, -0.4, -18, 7, -15
56) COCc1c(C(=O)OCC(=O)Nc2ccc(OC(F)F)cc2)oc2ccccc12
  1.6, ., ., ., 1, i, 0.9, ., 17, -19
57) CCOC(=O)c1c(NC(=O)CSc2nnc(N)s2)sc(C)c1-c1ccc(C)cc1
  1.2, -4, -1, 0.1, -2, -2.3, -1.3, 13, 7, -12
58) COc1cccc(C(C)(O)c2nc(-c3cccs3)cs2)c1 (stereo not drawn)
  2.1, ., -2, -0.7, -1, -0.2, ., ., 7, .
59) CCCOc1cccc(-c2nnc(N)s2)c1
  ., -4, 1, 0.1, 4, 5.0, 1.5, 4, 0, -10
60) CC(C)(C)NC(=O)CN1CCC(NC(=O)C23CC4CC(CC(C4)C2)C3)CC1
  1.4, -4, 0, -0.1, -19, -3.6, -0.9, 25, 13, -12
